ARNT TACC3 PPI – ARNT/TACC3 interaction disruption; inhibition, % at 9.99 µM; AID 623870; AlphaScreen His-ARNT PAS-B/GST-TACC3 binding, luminescence; TACC3 fragment carries E629A point mutation; 390,000 compounds, 0.66% hits;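 active means mean inhibition of replicates at least 50% and at least half of replicates each reaching 50%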;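 further: 0% = complete ARNT plus TACC3 wells and 100% = ARNT alone without TACC3; many hits fall short of the cut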
esBAF inh – blocks esBAF chromatin remodeling in mouse ES cells; Bmi1-luciferase knock-in reporter, 24 h; 100% = twice the neutral-well signal; reporter increase, % at 12.5 µM; 350,000 compounds, 2% hits; in the data active means activation above about 40%;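 further: 0% = median of the plate's neutral control wells and 100% = double that signal; a rise in the Bmi1 reporter signal indicates esBAF inhibition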
Cneo AK release – Cryptococcus neoformans lysis via adenylate kinase release. C. neoformans lysis, adenylate kinase release luminescence, 4 h; normalised: neutral wells 0, clomiphene wells 100. lysis activity, % at 15 µM. 360,000 compounds, 0.2% hits. AID 651654;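 active means mean lysis activity across replicates of at least 80%, whatever share of replicates individually reach that level; inactive means mean lysis activity below 80%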
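Schedule: static 4 h at 37 °C with compound, 1 h detection; system: C. neoformans cells; benchmarks: Clomiphene as positive control; buffer or medium: fresh YPD medium; measure: luminescence rise reflecting yeast cell lysis; measured by: luminescent adenylate kinase detection reagent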
miR122 inh – miR-122 inhibition in Huh7 cells; 340,000 compounds, 0.3% hits; Huh7 miR-122 Renilla luciferase sensor, 48 h; neutral wells = 0, positive control = 100; activation (reporter increase), % at 12.5 µM;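 active means mean replicate activation score at least 90 and every replicate individually at or above 90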;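 further: higher luciferase means less miR-122 activity so hits act as miR-122 inhibitors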
SIRT5 block – sirtuin-5 (human) deacylase inhibition. 330,000 compounds, 1.1% hits. Purified SirT5, succinyl-peptide AMC, trypsin-coupled fluorescence. Q9NXA8. inhibition, % at 15 µM; in the data active means inhibition above about 15%
Target sequence (Q9NXA8 whole entry, looked up): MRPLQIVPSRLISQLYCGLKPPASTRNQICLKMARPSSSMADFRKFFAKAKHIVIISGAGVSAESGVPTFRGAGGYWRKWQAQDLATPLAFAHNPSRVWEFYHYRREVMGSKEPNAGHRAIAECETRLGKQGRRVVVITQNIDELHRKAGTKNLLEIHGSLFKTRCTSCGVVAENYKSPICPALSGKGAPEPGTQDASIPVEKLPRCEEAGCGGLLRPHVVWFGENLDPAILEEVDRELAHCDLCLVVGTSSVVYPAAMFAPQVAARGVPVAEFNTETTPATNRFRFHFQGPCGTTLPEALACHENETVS
Statin myotox sup – suppression of simvastatin myotoxicity; C2C12 myotubes + simvastatin, ATP luminescence, 48 h; scaled: DMSO 0, geranylgeraniol control 100; 330,000 compounds, 0.78% hits; rescue of ATP level, % at 7.49 µM;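 active means mean ATP rescue above about 67%, or every replicate alone reaching that limit, limit read from the data, passing the limit was not always enough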;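 further: myotubes were challenged with 10 µM simvastatin during compound exposure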
ERp5 inh – ERp5 (human) disulfide isomerase inhibition; inhibition, % at 9.99 µM; 350,000 compounds, 0.05% hits; AID 651711; ERp5 insulin aggregation, absorbance 650 nm, 90 min;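 active means mean replicate inhibition above about 25%, with every replicate also reaching it, limit read from the data, passing the limit was not always enough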
Target sequence (Q15084 whole entry, looked up): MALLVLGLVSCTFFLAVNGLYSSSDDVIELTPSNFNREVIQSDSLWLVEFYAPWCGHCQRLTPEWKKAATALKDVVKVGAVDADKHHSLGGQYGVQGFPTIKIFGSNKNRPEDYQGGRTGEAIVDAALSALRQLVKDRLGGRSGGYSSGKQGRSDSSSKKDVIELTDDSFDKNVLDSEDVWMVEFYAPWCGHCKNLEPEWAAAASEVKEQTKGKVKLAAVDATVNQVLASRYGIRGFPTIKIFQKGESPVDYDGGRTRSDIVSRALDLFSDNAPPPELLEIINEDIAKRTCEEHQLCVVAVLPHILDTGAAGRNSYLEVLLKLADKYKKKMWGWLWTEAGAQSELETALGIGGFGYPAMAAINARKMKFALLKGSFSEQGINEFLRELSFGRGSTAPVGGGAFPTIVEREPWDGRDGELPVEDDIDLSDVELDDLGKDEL
The depositor's hits bear a star; . = no result given; & = joins results of further samples; [ ] = remark or other dose.

Value order – ARNT TACC3 PPI, esBAF inh, Cneo AK release, miR122 inh, SIRT5 block, Statin myotox sup, ERp5 inh
- O=C(c1cc(-c2ccc(O)cc2)on1)N1CCCc2ccccc21
 : -6, 36, 0, 5, 2, 5, -9
- O=C(O)Cn1c2c(c3ccccc31)CSc1ccc(Cl)cc1-2
 : -9, 2, -3, ., 8, -8, 0
- COc1cccc(OC)c1C(=O)Nc1nc(COc2ccccc2)cs1
 : -5, ., 0, -5, 5, ., 7
- C[C@H](CO)N1C[C@H](C)[C@@H](CN(C)S(=O)(=O)c2ccc(Cl)cc2)Oc2c(NS(=O)(=O)c3ccc(F)cc3)cccc2C1=O
 : -5, -12, 127*, 12[16.7 µM], 6, ., 6
- Cn1c(=O)c2cc(S(=O)(=O)N3CCN(c4cccc(C(F)(F)F)c4)CC3)ccc2n(C)c1=O
 : -14, 4, 2, 1, ., 21, .
- CN(Cc1ccccc1F)C(=O)CCCNC(=O)c1ccc(Cl)cc1
 : -3, -12, -1, ., -4, 6, 3
- C[C@H]1CN([C@@H](C)CO)C(=O)Cc2cc(NC(=O)C3CC3)ccc2O[C@@H]1CN(C)C(=O)Nc1ccc2c(c1)OCO2
 : -4, -6, -5, 2[16.7 µM], -3, -2, 0
- COc1ccccc1CNC(=O)CCc1nnc2ccc(NCCCN3CCCC3=O)nn12
 : -1, -6, -1, -3, -3, 18, 1
- CN1CCCCN2[C@H](CO)[C@@H](c3ccc(-c4cccnc4)cc3)[C@H]2C1
 : -2, -6, 4, 7[16.7 µM], 4, 2, 4
- CCCCn1c(N)c(N(CCOC)C(=O)c2cc(S(=O)(=O)N3CCCCC3)ccc2C)c(=O)[nH]c1=O
 : 1, ., ., ., -4, ., -4
- O=C(c1ncc[nH]1)c1ccccc1Cl
 : -12, -1, 2, 0, -6, -6, 7
- CCN1C(=O)CSc2ccc(C(=O)NCc3ccc(OC)cc3)cc21
 : -9, 15, -3, ., ., -11, .
- Cc1nn(C(C)C(=O)NCCCc2ccccc2)c(=O)c2nn(-c3ccccc3)c(C)c12 (stereo unspecified)
 : -6, 3, 0, 9, -1, 25, .
- CN(CC(=O)NCc1ccc(F)cc1)S(=O)(=O)c1ccc(Br)s1
 : -24, 5, 2, 1, -2, 4, -7
- CC1(C)Cc2ccccc2C(NNC(=O)c2ccc(Br)o2)=N1
 : -25, 1, 2, -3, -2, -2, -1
- Cc1ccc(C(C)C)c(OCC(=O)N/N=C/c2cccn2C)c1
 : 12, 8, 0, 9, 0, -2, 5
- CN(Cc1ccccc1)CC1CC(c2ccccc2)OC(c2ccc(NC(=O)CCCCCCC(=O)O)cc2)O1 (stereo unspecified)
 : -19, ., -9, ., -9, ., 0
- O=C(CSCc1ccc([N+](=O)[O-])cc1)N/N=C/c1cccnc1
 : 7, 0, 0, -6, -4, 4, -6
- COc1ccc(C(=O)Nc2ccccc2C(=O)NC(Cc2c[nH]c3ccccc23)C(=O)O)cc1 (stereo unspecified)
 : -4&-32, 4, -2, -2, 1, ., 3
- Cc1ccc(-c2csc(=S)n2CC(=O)OCC(=O)NCc2ccco2)cc1
 : 5, -4, 8, 1, ., ., .
- O=C(c1ccc(N2CCOCC2)c([N+](=O)[O-])c1)N1CCN(c2ccccc2)CC1
 : 12, 6, 2, -6, 2, -24, 1
- Cc1ccc2c(c1)N(CC(=O)N1CCCc3ccccc31)C(=O)CO2
 : 2, 2, 2, 5, -3, 21, -1
- COCC1CC(c2ccccc2)OC(c2ccc(NC(=O)CCCCCCC(=O)O)cc2)O1 (stereo unspecified)
 : -4, ., 4, ., 4, ., -12
- COc1ccc(/C=N/NC(=O)NC23CC4CC(CC(C4)C2)C3)c(OC)c1
 : 7, 0, -2, -1, -4, 9, 1
- C/C=C/c1ccc([C@@H]2[C@H](C#N)N(c3ncc(CC)s3)[C@H]2CO)cc1
 : 14, 0, -3, ., -2, -25, -7
- c1ccc(C2C3=C(CCCC3)Nc3ncnn32)cc1 (stereo unspecified)
 : 0, -3, 2, 5, ., 5, .
- O=C(OCCOc1ccc(F)cc1)c1ccc(S(=O)(=O)N2CCCC2)cc1
 : 0, 1, 0, 0, -2, 10, 4
- CN1CCN(S(=O)(=O)c2ccc(Sc3nc4ccccc4[nH]3)c3nsnc23)CC1
 : -8, -1, 1, 2, ., -12, .
- Cc1noc(C)c1NC(=O)N(C)C[C@H]1Oc2ccc(NC(=O)Nc3ccc(C(F)(F)F)cc3)cc2CC(=O)N([C@H](C)CO)C[C@H]1C
 : -1, -4, 2, 11[16.7 µM], 4, 10, -7
- O=C1c2ccccc2NC(c2ccc(Cl)cc2Cl)N1Cc1ccccc1 (stereo unspecified)
 : 1, ., 1, -1, ., ., .
- CN(CCc1nc2ccc(Cl)cc2[nH]1)Cc1nc(CC2CC2)no1
 : -8, 3, ., 0, -2, 3, 0
- CCCN(C)C[C@H]1Oc2cc(C#Cc3ccccn3)ccc2S(=O)(=O)N([C@@H](C)CO)C[C@H]1C
 : 2, 11, 4, 4[16.7 µM], -1, 12, -3
- COc1ccc(C(=O)NC2CCN(C(=S)Nc3ccc(C)c(C)c3)CC2)cc1
 : -4, -8, 3, -16, 1, 9, -1
- Cn1c(=O)c2[nH]c(NCC3CCCO3)nc2n(-c2ccccc2)c1=O (stereo unspecified)
 : 21, ., 1, -7, ., -7, .
- O=C(NCCO[N+](=O)[O-])c1cccnc1
 : -4, 0, 0, -8, -3, 4, -2
- COc1ccccc1N/C(N)=N/c1nc(C(F)(F)F)cc(=O)[nH]1
 : 5, 3, -1, 1, 4, 3, -4
- CCN(CC)S(=O)(=O)c1cccc(C(=O)NCCCN2CCOCC2)c1
 : -9, 0, -1, 0, ., 23, .
- O=c1c2ccccc2nnn1CSc1nnc(-c2cccnc2)n1-c1ccccc1F
 : -6, -4, -1, -2, ., 3, .
- CCCCn1nnnc1NCc1cc(OC)c(OC)c(OC)c1
 : -10, 3, -1, 3, -1, -30, -5
- CC(=O)OC[C@@H]1CN(Cc2ccccc2)C[C@H](n2cnc3c(NC4CCCC4)ncnc32)O1
 : ., 1, -2, -2, -6, 0, -4

Fetched by compound from the entries so far (5):
Value order – ARNT TACC3 PPI, esBAF inh, Cneo AK release, miR122 inh, SIRT5 block, Statin myotox sup, ERp5 inh
- Cc1ccc(C(C)C)c(OCC(=O)N/N=C/c2cccn2C)c1
 : 12, 8, 0, 9, 0, -2, 5
- O=c1c2ccccc2nnn1CSc1nnc(-c2cccnc2)n1-c1ccccc1F
 : -6, -4, -1, -2, ., 3, .
- CN(Cc1ccccc1)CC1CC(c2ccccc2)OC(c2ccc(NC(=O)CCCCCCC(=O)O)cc2)O1 (stereo unspecified)
 : -19, ., -9, ., -9, ., 0
- Cc1nn(C(C)C(=O)NCCCc2ccccc2)c(=O)c2nn(-c3ccccc3)c(C)c12 (stereo unspecified)
 : -6, 3, 0, 9, -1, 25, .
- Cn1c(=O)c2cc(S(=O)(=O)N3CCN(c4cccc(C(F)(F)F)c4)CC3)ccc2n(C)c1=O
 : -14, 4, 2, 1, ., 21, .

(cont.)
Value order – ARNT TACC3 PPI, esBAF inh, Cneo AK release, miR122 inh, SIRT5 block, Statin myotox sup, ERp5 inh
- Cc1nnc(N2CCCC(C(=O)NCc3ccccc3F)C2)c2nn(-c3ccccc3)c(C)c12 (stereo unspecified)
 : -1, -3, -1, ., -1, -31, 6
- CC(C)NC(=O)Nc1ccc2c(c1)C(=O)N([C@@H](C)CO)C[C@H](C)[C@@H](CN(C)C(=O)NC1CCCCC1)OCCCC[C@H](C)O2
 : -14, ., 1, -7[16.7 µM], 5, ., 0
- CCOC(=O)N1CCN(CCc2ccccc2)CC1
 : 18, 5, 4, -2, -1, -13, 3
- C[C@@H]1CN([C@H](C)CO)C(=O)c2cc(NS(=O)(=O)c3ccc(Cl)cc3)ccc2O[C@H]1CN(C)Cc1ccc(-c2ccccc2)cc1
 : -1, 0, 1, 1[16.7 µM], -2, ., 5
- O=Nc1c(-c2c(O)[nH]c3cc(Br)ccc23)[nH]c2ccccc12
 : 8, 111*, 3, -28, -2, 49, -4
- COc1ccccc1-c1cnc2c(c1)C(=O)N([C@H](C)CO)C[C@@H](C)[C@@H](CN(C)CC1CCCC1)O2
 : -4, 0, 7, -5[16.7 µM], -3, 5, 2
- C[C@H]1CN([C@@H](C)CO)S(=O)(=O)c2ccc(C#CC3(O)CCCC3)cc2O[C@H]1CN(C)C
 : 2, -3, 0, -9[16.7 µM], -5, 1, 1
- C[C@@H]1CN([C@H](C)CO)C(=O)c2cc(C3=CCCCC3)cnc2O[C@@H]1CN(C)Cc1ccccc1C(=O)O
 : -2, 0&-9&-13, 3&0&-8, 1, -1&-1&1, 9, -1&3&1
- C=CCC[C@H](Cc1ccc(F)cc1)C(=O)OC[C@H](Cc1c[nH]c2ccccc12)NC(=O)[C@@H](CC=C)CC(=O)NCCO
 : -2, 2, -2, -6, 2, 22, -4
- CC(NC(=O)C1CCCN(C(=O)N(C)C)C1)c1ccccc1 (stereo unspecified)
 : -2, -1, 9, -7, ., 5, .
- C[C@H]1CN([C@@H](C)CO)C(=O)Cc2cc(N(C)C)ccc2O[C@@H]1CN(C)S(C)(=O)=O
 : -5, -2, 13, 3[16.7 µM], 1, 11, 2
- CCC(Sc1nc(N)c(NC(=O)c2ccc(Br)o2)c(=O)[nH]1)C(=O)O (stereo unspecified)
 : -4, 1, -6, 2, -20, 10, 2
- CCOc1ccc(-n2c(=S)sc3c(=O)[nH]c(SCC(=O)NCc4ccco4)nc32)cc1
 : -4, -5, ., -4, ., 9, .
- NC(=O)CC(NC(=O)c1ccc(Br)cc1)c1ccc(N2CCN(c3ccccn3)CC2)c([N+](=O)[O-])c1 (stereo unspecified)
 : -8, -2, -1, 9, ., 14, 0
- COc1ccc([C@H]2C[C@H](n3cc(C4CC4)nn3)[C@@H](O)CN2CC2CCCCC2)cc1
 : ., 7, 10, 1, 3, 14, 2
- CCOc1ccccc1N(CC(=O)N1CCOCC1)S(=O)(=O)c1ccc(SC)cc1
 : -10, -9, 3, 16, ., ., .
- CC1(C)CC(=O)C2=C(C1)N1C(=C(C#N)C2c2ccccc2Cl)N=C(N)c2ccccc21 (stereo unspecified)
 : ., 6, -3, 6, 1, -4, 3
- CCCC#Cc1cnc2c(c1)C(=O)N([C@H](C)CO)C[C@@H](C)[C@@H](CN(C)S(=O)(=O)c1cn(C)cn1)O2
 : -8, 3, -2, 13[16.7 µM], 3, -18, -4
- COc1ccc(/C=C2\SC(=S)N(CCC(=O)NCCCn3ccnc3)C2=O)cc1
 : 0, -19, 17, 1, 1, 4, -1
- CC(C)C(NS(=O)(=O)c1cccc(C(F)(F)F)c1)C(=O)NCc1cccs1 (stereo unspecified)
 : -16, -6, 6, -2, -1, 4, -4
- CC(=O)NCCn1c(SCC(=O)NCCC2=CCCCC2)nc2ccccc2c1=O
 : -3, 1, -1, -4, ., 0, .
- CS(=O)(=O)N1CCCC(c2nc(-c3ccc(S(=O)(=O)NCc4ccccc4)cc3)no2)C1 (stereo unspecified)
 : 7, -24, 3, 48, 0, ., -5
- COC(C(=O)Nc1ccnn1C1CCN(Cc2ccc(Cl)s2)CC1)c1ccccc1 (stereo unspecified)
 : -1, -8, 0, -7, -7, -1, 4
- CCCC#Cc1cnc2c(c1)C(=O)N([C@H](C)CO)C[C@@H](C)[C@H](CN(C)C(=O)NC1CCCC1)O2
 : 5, 4, 3, -3[16.7 µM], -5, 3, -1
- C[C@@H]1CN([C@H](C)CO)C(=O)Cc2cc(NC(=O)Nc3ccc4c(c3)OCO4)ccc2O[C@@H]1CN(C)Cc1ccccc1
 : 2, 15, -2, -3[16.7 µM], 2, -8, 6
- Cc1nc(NC(=O)COc2ccccc2)sc1C(=O)Nc1ccccc1
 : -2, 11, 7, -3, ., -8, .
- CO[C@@H]1CN(C)C(=O)c2cc(NC(C)=O)ccc2OC[C@@H](C)N(C(=O)C2CCC2)C[C@@H]1C
 : -9, 0, -1, 1[16.7 µM], -1, -3, -2
- CN(Cc1c(F)cccc1Cl)C(=O)c1ccc2ccccc2n1
 : 1, 2, -2, ., ., 19, -2
- O=C(Nc1nc(-c2ccc(-c3ccccc3)cc2)cs1)c1cc([N+](=O)[O-])ccc1N1CCOCC1
 : -3, ., ., ., 1, ., -7
- O=C(CCCn1c(=S)[nH]c2ccc(Br)cc2c1=O)N1CCN(c2ccccn2)CC1
 : 25, -7, -2, 73, ., 5, .
- COc1ccc(-c2nc3c(c(=O)c4ccccc4n3C)c(=O)n2Cc2ccccc2)cc1
 : 2, ., ., ., 3, ., 2
